esBAF inh: Bmi1 luciferase reporter increase in mESCs, primary screen, esBAF inhibitor project, mouse ES cells, Bmi1 luciferase knock-in, single point | 24 h; 100% = twice the neutral-well signal | reporter increase, % at 12.5 µM | 2% of 350,000 active; in the data active = activation above about 40%; inconclusive = no clear call, values can overlap the other calls;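 note: 0% = median of the plate's neutral control wells and 100% = double that signal; a rise in the Bmi1 reporter signal indicates esBAF inhibition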
ERp5 inh: inhibitors of ERp5-driven insulin aggregation, primary screen, biochemical, turbidity, absorbance 650 nm, single point. 0.05% of 350,000 active. 90 min. inhibition, % at 9.99 µM. AID 651711, 2012;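 active = mean replicate inhibition above about 25%, with every replicate also reaching it, limit read from the data, passing the limit was not always enough; inconclusive = only one of those two criteria met; inactive = neither criterion met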
ARNT-TACC3 inh: disruptors of ARNT/TACC3 protein interaction, primary screen, biochemical, AlphaScreen, single concentration. inhibition, % at 9.99 µM. Transforming acidic coiled-coil-containing protein 3 (Homo sapiens), Q9Y6A5. 0.66% of 390,000 active. AlphaScreen His-ARNT PAS-B/GST-TACC3 binding, luminescence; TACC3 fragment carries E629A point mutation. AID 623870, 2012;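 active = mean inhibition of replicates at least 50% and at least half of replicates each reaching 50%; inconclusive = half or more replicates reach 50% but mean below 50%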;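 note: 0% = complete ARNT plus TACC3 wells and 100% = ARNT alone without TACC3; many hits fall short of the cut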
CASP6 VEID inh: human caspase-6 inhibitors, primary screen, biochemical, VEID-R110 fluorescence, single point, set 2. inhibition, % at 12.5 µM. P55212. 0.53% of 350,000 active. purified caspase-6, Z-VEID-R110 cleavage fluorescence;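 active = mean inhibition across replicates at least about 35%, with every replicate also reaching that limit, limit read from the data; inconclusive = only one of the two criteria met; inactive = neither criterion met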;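 note: 0% = median of neutral control wells and 100% = no fluorescence left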
E-sel inducer: E-selectin induction in HUVECs, primary screen, imaging, HUVEC, immunofluorescence imaging, single point; P16581; activation, % at 7.58 µM; AID 686992, 2013; 0.37% of 260,000 active; normalized: neutral wells 0, TNF-alpha wells 100;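 active = mean E-selectin-positive cell signal at least 10% of the positive control, reached in at least 60% of replicates, without over 20% cell loss; inconclusive = no rule given, readout overlaps actives, possibly toxicity-flagged; inactive = the rest, including those meeting only one limit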;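 note: in these data hits start at about 27%; measured in HUVEC primary endothelial cells; signal is the percent of cells scored E-selectin positive by PE staining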
Target sequence (P16581 whole entry, looked up): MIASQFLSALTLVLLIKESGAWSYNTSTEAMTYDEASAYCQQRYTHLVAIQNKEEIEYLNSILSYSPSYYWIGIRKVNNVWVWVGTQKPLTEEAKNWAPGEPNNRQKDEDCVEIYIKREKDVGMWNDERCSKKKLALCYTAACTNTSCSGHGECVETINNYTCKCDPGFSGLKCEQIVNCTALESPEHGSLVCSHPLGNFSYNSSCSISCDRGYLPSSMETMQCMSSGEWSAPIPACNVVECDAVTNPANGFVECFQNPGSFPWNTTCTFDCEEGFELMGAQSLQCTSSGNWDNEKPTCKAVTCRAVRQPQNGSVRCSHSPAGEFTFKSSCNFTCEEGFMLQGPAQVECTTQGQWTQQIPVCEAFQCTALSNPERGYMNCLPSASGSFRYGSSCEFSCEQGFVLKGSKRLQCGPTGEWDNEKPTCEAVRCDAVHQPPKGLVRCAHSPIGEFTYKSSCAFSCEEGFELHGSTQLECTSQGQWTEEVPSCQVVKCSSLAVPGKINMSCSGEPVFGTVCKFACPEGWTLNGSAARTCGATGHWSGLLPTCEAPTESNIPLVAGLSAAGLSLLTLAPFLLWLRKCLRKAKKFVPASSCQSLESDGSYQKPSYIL
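System: HUVEC, human umbilical vein endothelial cells; quantity: 3,000 cells/well; buffer or medium: EGM-2 medium, gelatin-coated wells; dosing: single-point compound dose; detection: immunofluorescence imaging; evaluation: % PE-positive cells; benchmarks: TNF-alpha, DMSO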
RAD52 inh: RAD52 DNA annealing inhibitors, primary screen, biochemical, FRET, single point, set 2; recombinant RAD52 DNA annealing, FRET fluorescence; 0.46% of 360,000 active; inhibition, % at 18.7 µM; AID 651710, 2012; DNA repair protein RAD52 homolog (Homo sapiens), P43351;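 active = every replicate showing at least 50% inhibition; inconclusive = mean inhibition at least 50% but not in every replicate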
Target sequence (P43351 whole entry, looked up): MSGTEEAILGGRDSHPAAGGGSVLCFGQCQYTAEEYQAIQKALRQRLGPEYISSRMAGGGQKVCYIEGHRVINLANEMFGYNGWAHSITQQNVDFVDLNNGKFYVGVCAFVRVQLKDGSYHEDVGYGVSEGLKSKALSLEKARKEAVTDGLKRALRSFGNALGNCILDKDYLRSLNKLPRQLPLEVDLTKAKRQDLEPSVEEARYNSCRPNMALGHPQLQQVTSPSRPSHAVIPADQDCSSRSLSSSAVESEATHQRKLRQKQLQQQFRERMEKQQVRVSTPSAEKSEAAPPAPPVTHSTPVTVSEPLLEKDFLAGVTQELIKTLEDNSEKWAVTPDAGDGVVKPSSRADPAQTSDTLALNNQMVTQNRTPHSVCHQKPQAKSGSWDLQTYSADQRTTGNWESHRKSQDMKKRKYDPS
RAD54 branch: inhibitors of human RAD54 branch migration, primary screen, biochemical, fluorescence, single point; DNA repair and recombination protein RAD54-like (Homo sapiens), Q92698; RAD54 Holliday junction branch migration, FAM/BHQ fluorescence; inhibition, % at 10.4 µM; 0.14% of 360,000 active; AID 602329, 2012;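 active = mean normalized replicate activity at least 40 and at least half of replicates scoring 40 or more; inconclusive = only one of the two criteria met; inactive = mean below 40 and under half of replicates reaching 40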;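 note: 0% = median of neutral control wells and 100% = median of positive control wells; inhibitors cause a drop in the FAM fluorescence signal; in these data hits start at about 50%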
PglD inh: C. jejuni PglD acetyltransferase inhibitors, primary screen, biochemical, DTNB colorimetric, single point | UDP-N-acetylbacillosamine N-acetyltransferase PglD (Campylobacter jejuni) | 0.098% of 360,000 active | purified PglD enzyme, DTNB colorimetric CoA detection | inhibition, % at 12.5 µM; in the data active = inhibition above about 16%, passing the limit was not always enough; inconclusive = no clear call, values can overlap the other calls; note: strong numbers were not always called active
* marks the source's active call; other numbers are inactive results; i = inactive; u = inconclusive; x = not tested or not shown; & = joins results of further samples. Not all compounds are listed. The share of hits here may be higher or lower than overall.

SMILES	esBAF inh	ERp5 inh	ARNT-TACC3 inh	CASP6 VEID inh	E-sel inducer	RAD52 inh	RAD54 branch	PglD inh
CCC(=Nc1ccc(OC)cc1OC)c1c(O)[nH]c(=O)[nH]c1=O	4	x	20	x	x	x	14	2
Cc1nc2ccccc2c(=O)n1-c1cccc(C(F)(F)F)c1	-1	-1	1	1	1.1	-2	-2	6
Cc1cccc(C)c1NC(=O)c1cccn(Cc2ccc3c(c2)OC(F)(F)O3)c1=O	7	x	-2	x	x	x	-1	2
O=P(OC1=CCCCC1)(c1ccccc1)c1ccccc1	0	-1	x	-5	0.0	-23	1	1
Cc1ccccc1C(=O)N1Cc2cnnn2-c2ccccc2C1C#N (configuration not stated)	-7	-2	-1	0	x	-2	-4	-1
CC(=O)Nc1ccc(C(c2c(O)c3ccccc3oc2=O)c2c(C)n(C)n(-c3ccccc3)c2=O)cc1 (configuration not stated)	x	u	3	0	x	-3	x	x
O=c1cccc2n1CC1CC2CN(Cc2c(F)cccc2Cl)C1 (configuration not stated)	-2	3	1	6	x	1	-2	-1
Cc1ccc(CN2CCN(CC(=O)N3CCC4(CC3)OCCO4)C2=O)cc1	0	x	-6	x	x	x	10	2
CCOC(=O)c1c(C)[nH]c(C(=O)C(C)N2CCCC2)c1C (configuration not stated)	x	-6	4	0	x	-17	x	x
COc1ccc(CNCCc2ccc(Cl)cc2Cl)cc1	-3	2	6	-3	x	-14	-5	4
Cc1ccc(S(=O)(=O)N(C)c2ccc(C(=O)NCC3(N(C)C)CCCCC3)cc2)cc1	-6	3	4	0	0.1	-7	4	0
CCCCP(=O)(O)CCC(=O)O	-5	x	-9	x	x	x	-7	8
CC12CC(c3ccccc3O1)C(C(=O)OCc1ccccc1)C(=O)N2 (configuration not stated)	3	x	5	x	x	x	-1	-3
CC(C)CCn1c(=O)c(C(=O)NCc2ccc3c(c2)OCO3)c(O)c2ccccc21	-6	0	3	-2	0.5	-3	-15	2
CCOC(=O)c1cc(CC)sc1/N=C/C1C(=O)NC(=S)NC1=O	-5	2	2	3	x	i	-6	4
CC1=Nc2ccccc2/C1=C/c1c(O)[nH]c(=O)[nH]c1=O	-6	2	10	2	x	-39	-21	-8
COc1ccc(-n2nnnc2C(c2ccccc2OC(F)(F)F)N2CCC(n3c(=O)[nH]c4ccccc43)CC2)cc1 (configuration not stated)	0	7	x	-1	x	-13	7	-2
O=C(/C=C/c1ccc2c(c1)OCO2)c1c(O)n(CCc2ccccc2)c(=O)[nH]c1=O	x	-4	x	-9	x	i	-164	-4
COP(=S)(OC)SCN1C(=O)c2ccccc2C1=O	-1	-2	-8	-4	-0.2	-5	11	0
CC1(C)Cc2c(sc3c2C(=O)NC(c2cccnc2)N3)CO1 (configuration not stated)	11	x	0	x	x	x	-9	1
O=C(Cc1cccnc1)N1CCCCN2[C@H](CO)[C@@H](c3ccc(/C=C/c4ccccc4)cc3)[C@H]2C1	x	-7	13	-1	-0.6	-25	-6	2
CCOc1cc2c(cc1OCC)-n1cccc1C(c1ccc(OC)c(O)c1)NC2 (configuration not stated)	-4	-3	2	1	-0.1	-2	2	3
COc1ccc(OCC(=O)N2CCN(CC3CC4C=CC3C4)CC2)cc1 (configuration not stated)	9	x	-3	x	x	x	2	-2
COc1ccc2nc(NC(=O)CCc3nc(C4=CCN(C)CC4)no3)sc2c1	0	x	-1	x	x	x	3	0
O=c1[nH]c(=O)n(C2CCCCCC2)c(O)c1C=NC1CCN(Cc2ccccc2)CC1	-4	x	1	x	x	x	-7	0
SMILES	esBAF inh	ERp5 inh	ARNT-TACC3 inh	CASP6 VEID inh	E-sel inducer	RAD52 inh	RAD54 branch	PglD inh
COCC#Cc1ccc([C@@H]2[C@H]3CN(C(=O)Cc4ccccn4)CCCCN3[C@H]2CO)cc1	x	-6	-2	-4	0.0	-30	-3	0
C[C@H]1CC[C@H]2NCCN[C@H]2C1	x	2	-5	0	-0.1	-9	x	x
Nc1ccc2nonc2c1[N+](=O)[O-]	1	2	-3	12	-0.1	i	-73	0
Cc1ccccc1N1C(=O)NC(=O)/C(=C\c2ccc3c(c2)CCCN3Cc2ccccc2)C1=O	10	2	-6	7	x	-216	-10	-5
CN1CCN(c2ccc(NC(=O)C(C)(C)C)cc2)CC1	-4	x	-2	x	x	x	-10	1
CC(N)Cc1c[nH]c2ccc(OCc3cccs3)cc12 (configuration not stated)	-7	3	11	-3	1.9	27	-8	-1
CC(C)OC(=O)Nc1ccc(N=C(N)N[N+](=O)[O-])cc1	0	7	-6	0	1.4	-6	x	x
COC(=O)[C@H]1[C@H](CO)[C@H]2Cn3c(ccc(-c4ccccc4F)c3=O)[C@@H]1N2C(=O)C1CC1	3	-6	-6	0	-0.5	-12	9	1
O=P(NC1CCCCC1)(Oc1ccccc1)Oc1ccccc1	-2	-9	-19	-1	-0.1	-7	7	4
Cc1ccc(NC(=O)c2ccc(C)c(S(=O)(=O)N3CCCCC3)c2)nc1	x	9	3	9	x	-8	17	2
C[C@]12CCC3C(CC[C@H]4C[C@@H](O)CC[C@]34C)C1C[C@@H](O)[C@H]2O (some centres not stated)	-2	-3	-6	4	-0.1	-2	7	-2
CC1CN(C(=O)CCC(=O)N2CCC3(CC2)OCCO3)c2cc(Cl)ccc2O1 (configuration not stated)	-2	-4	16	0	x	-9	1	-1
CC(=NCC1CCCO1)c1c(O)n(-c2ccc(C)cc2)c(=O)[nH]c1=O (configuration not stated)	7	x	-4	x	x	x	11	-6
Cc1cc(N2CCCC2)ccc1C=C(C#N)C#N	8	-2	2	-3	-0.4	-143	-4	-4
Cc1cc(OCC(=O)N2CCC(C(=O)O)(c3ccccc3)CC2)c2c(C)c(C)c(=O)oc2c1	-4	-7	-2	-3	x	-17	-5	4
CCCCOc1ccc(CCN)cc1Cl	x	-6	-27	-9	x	15	x	x
C=CCn1c(O)c(C(C)=NCc2cccnc2)c(=O)[nH]c1=O	-6	x	0	x	x	x	1	2
C[C@H](Cc1ccc(OCC(=O)O)cc1)NC[C@H](O)c1cccc(Cl)c1	x	-2	x	-4	-0.3	-8	x	x
COc1ccc(NC(=O)N2CCC3(CC2)OCCO3)c(OC)c1	x	-8	-5	0	0.8	-8	x	x
CCN(CC)CCOC(=O)c1cc2cc(COC)ccc2o1	-11	x	-4	x	x	x	-2	-7
CCCCNC(=O)c1c(N)n(CCCOC)c2nc3ccccc3nc12	-4	x	-51	x	x	x	-12	-7
CCOC(=O)c1ccc(N2C(=O)CC(N3CCC(C#N)(c4ccccc4)CC3)C2=O)cc1 (configuration not stated)	-2	x	-1	x	-0.8	x	3	6
COc1ccc(NC(=O)C2C3CCC(O3)C2C(=O)O)c(OC)c1 (configuration not stated)	3	5	5	7	x	-18	-4	6
CC(=O)OC1CC(OC2C(O)CC(OC3C(O)CC(OC4CCC5(C)C(CCC6C5CC(O)C5(C)C(C7=CC(=O)OC7)CCC65O)C4)OC3C)OC2C)OC(C)C1OC1OC(CO)C(O)C(O)C1O (configuration not stated)	-5	1	0	x	13	-4	-7	6
C#CCN1CCN(c2ccc(F)cc2)CC1	x	-3	-1	1	x	0	x	x
SMILES	esBAF inh	ERp5 inh	ARNT-TACC3 inh	CASP6 VEID inh	E-sel inducer	RAD52 inh	RAD54 branch	PglD inh
CN(C)P(=O)(C(Cl)=C(N1CCCCC1)N1CCCCC1)N(C)C	-5	0	3	-15	x	0	-9	2
COc1cccc(CC(=O)N(C)C2CCCN(Cc3ccccc3F)C2)c1 (configuration not stated)	0	3	1	-3	x	1	0	-4
Cc1nn(Cc2ccccc2)c(C)c1C(=O)NCc1ccccc1F	x	-2	-8	0	x	-6	x	x
O=C(O)c1ccc(N=Cc2c(O)[nH]c(=O)[nH]c2=O)cc1	-10	3	-5	4	x	-3	-9	-12
Cc1cc(C(=O)OCC(=O)Nc2ccc(F)cc2F)c(C)n1C1CC1	10	3	x	1	x	-11	-7	1
COc1ccc(OC(=O)N(C)C[C@@H]2OCc3cnnn3CCCC(=O)N([C@@H](C)CO)C[C@H]2C)cc1	0&-3&0	0&0&4	-1	1&0	0.1&0.0	-9&-9&11	-9&-5	-2&-1
O=C1CCCN1CC#CCN1CCCC1	-1	2	-4	3	-0.4	-14	-5	-4
C=CCN=C(SCC(=O)c1ccc(Cl)cc1)c1c(O)n(C)c(=O)n(C)c1=O	-18	-2	5	3	7.8	6	x	x
O=C(CCN1CCOCC1)NCC(=O)Nc1ccc(Br)cc1C(=O)c1ccccc1	3	x	0	x	x	x	-6	3
COc1cc(/C=N/n2cnnc2)ccc1OC(=O)N(C)C	2	-3	-9	-2	x	-2	x	x
O=C(CCNC(=O)N1C[C@H]2C[C@@H](C1)c1cccc(=O)n1C2)Nc1ccc(F)cc1	2	3	-6	-2	x	-2	-7	-6
C=CCOC(=O)C1C(C(=O)O)C2(Cl)C(Cl)=C(Cl)C1(Cl)C2(Cl)Cl (configuration not stated)	9	-10	-7	3	-0.1	-5	2	-5
COC(=O)C1=C(c2ccc(-c3ccccc3)c(F)c2)C[C@@H]2CC[C@H]1N2C(=O)NCCOc1ccc(OC)cc1	-33	2	-12	2	0.0	14	-4	-6

Exported with two lines to a compound: part of the list above.
Below each SMILES: esBAF inh | ERp5 inh | ARNT-TACC3 inh | CASP6 VEID inh | E-sel inducer | RAD52 inh | RAD54 branch | PglD inh
> Cc1cc(OCC(=O)N2CCC(C(=O)O)(c3ccccc3)CC2)c2c(C)c(C)c(=O)oc2c1
    -4 | -7 | -2 | -3 | x | -17 | -5 | 4
> CCCCOc1ccc(CCN)cc1Cl
    x | -6 | -27 | -9 | x | 15 | x | x
> C=CCn1c(O)c(C(C)=NCc2cccnc2)c(=O)[nH]c1=O
    -6 | x | 0 | x | x | x | 1 | 2

Entries shown so far containing a CF3 group (2):
SMILES	esBAF inh	ERp5 inh	ARNT-TACC3 inh	CASP6 VEID inh	E-sel inducer	RAD52 inh	RAD54 branch	PglD inh
Cc1nc2ccccc2c(=O)n1-c1cccc(C(F)(F)F)c1	-1	-1	1	1	1.1	-2	-2	6
COc1ccc(-n2nnnc2C(c2ccccc2OC(F)(F)F)N2CCC(n3c(=O)[nH]c4ccccc43)CC2)cc1 (configuration not stated)	0	7	x	-1	x	-13	7	-2

Complete entries as entered above. Values in the order: esBAF inh, ERp5 inh, ARNT-TACC3 inh, CASP6 VEID inh, E-sel inducer, RAD52 inh, RAD54 branch, PglD inh
O=C1CCCN1CC#CCN1CCCC1 as listed: -1, 2, -4, 3, -0.4, -14, -5, -4
COc1cccc(CC(=O)N(C)C2CCCN(Cc3ccccc3F)C2)c1 (configuration not stated) as listed: 0, 3, 1, -3, x, 1, 0, -4
O=C(CCNC(=O)N1C[C@H]2C[C@@H](C1)c1cccc(=O)n1C2)Nc1ccc(F)cc1 as listed: 2, 3, -6, -2, x, -2, -7, -6
COc1cc(/C=N/n2cnnc2)ccc1OC(=O)N(C)C as listed: 2, -3, -9, -2, x, -2, x, x
COc1ccc(OC(=O)N(C)C[C@@H]2OCc3cnnn3CCCC(=O)N([C@@H](C)CO)C[C@H]2C)cc1 as listed: 0&-3&0, 0&0&4, -1, 1&0, 0.1&0.0, -9&-9&11, -9&-5, -2&-1

Screens (PubChem BioAssay)
